core dimer inh – inhibitors of HCV core protein dimerization, primary screen, biochemical, TR-FRET, high-throughput. TR-FRET GST/Flag-core106 dimerization, 1536-well. inhibition, % at 5 µM. 0.33% of 300,000 active. AID 1899, 2009;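 active = inhibition above the mean of all tested compounds plus 3 SD, set per screening campaign, cut at about 45% in these data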
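Assay system: tagged HCV core106 pair (GST and Flag); medium: KF-containing HEPES buffer, pH 7.45, DTT, CHAPS, BSA; also added: Eu donor and XL665 acceptor anti-tag antibodies; dosing: 5 µM single dose; timing: compound-protein-antibody incubation 4 h at 22.5 °C; signal: TR-FRET 671 and 617 nm emission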
Fh CTSL1 inh – Fasciola hepatica cathepsin L1 inhibitors, primary screen, counter-screen for PFM18AAP inhibitor project, biochemical, QFRET, fluorogenic peptide substrate | 0.49% of 300,000 active | recombinant F. hepatica cathepsin L1, Z-Leu-Arg-MCA fluorescence | inhibition, % at 5.96 µM;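 active = inhibition above the mean of all tested compounds plus 3 SD, set per screening campaign, cut at about 17% in these data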;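 also: 0% = plate median of test compound wells and 100% = 1 µM Z-Phe-Ala-diazomethylketone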
Efflux pump inh – inhibitors of Candida efflux pumps in yeast, primary screen, S. cerevisiae, Nile Red, multiplex; S. cerevisiae Candida pump triplex; inhibition, % at 10 µM; 0.44% of 330,000 active; AID 485275, 2010;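 active = plate passing quality check with inhibition over a set limit, or well fluorescence over plate mean plus 4 SD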;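 also: Nile Red retained in pooled yeast measured as flow cytometry median fluorescence; 0% = buffer negative control and 100% = Enniatin B positive control; higher means more Nile Red kept so more efflux inhibition; some compounds called inactive have numbers as strong as hits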
JMJD2C inh – inhibitors of GASC-1 histone demethylase, primary screen, biochemical, fluorescence, DELFIA europium; inhibition, % at 2.35 µM; AID 2099, 2009; 0.069% of 330,000 active; Lysine-specific demethylase 4C (Homo sapiens), Q9H3R0; GST-JMJD2C(1-420) H3K9me3 demethylation;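 active = more than half of a compound's replicate wells show inhibition beyond 50%, single wells judged on their own value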;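 also: signal counts dimethyl H3K9 product captured on neutravidin plate; 0% = median of DMSO wells and 100% = 0.3 times that DMSO median; strong numbers were not always called active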
Target sequence (Q9H3R0 1-420 limits assumed): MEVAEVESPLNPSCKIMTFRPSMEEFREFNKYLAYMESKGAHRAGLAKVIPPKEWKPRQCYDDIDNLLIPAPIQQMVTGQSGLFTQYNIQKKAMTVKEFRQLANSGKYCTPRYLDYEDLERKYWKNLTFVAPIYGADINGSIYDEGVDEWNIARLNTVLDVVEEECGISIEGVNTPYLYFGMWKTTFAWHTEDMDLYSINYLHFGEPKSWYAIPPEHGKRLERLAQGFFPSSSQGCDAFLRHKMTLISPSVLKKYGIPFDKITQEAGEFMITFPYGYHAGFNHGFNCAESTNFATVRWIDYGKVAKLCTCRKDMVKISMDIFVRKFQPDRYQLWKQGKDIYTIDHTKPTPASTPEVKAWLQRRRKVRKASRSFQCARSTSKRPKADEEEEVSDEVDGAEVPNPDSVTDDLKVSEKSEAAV
procasp7 counter – procaspase-7 activators, primary screen, counter-screen for procaspase-3 activator project, biochemical, absorbance, HTS, human. Caspase-7 (Homo sapiens), P55210. activation, % at 8.5 µM. AID 463210, 2010. 0.093% of 330,000 active. recombinant procaspase-7, Ac-DEVD-pNA absorbance 405 nm; D23A/D198A/D206A triple mutant, cannot self-cleave; scale: DMSO 0, 5 µM enzyme 100;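 active = percent activation above the screen-wide mean plus 3 SD, cut at about 25% in these data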
Target sequence (P55210 whole entry D23A/D198A/D206A): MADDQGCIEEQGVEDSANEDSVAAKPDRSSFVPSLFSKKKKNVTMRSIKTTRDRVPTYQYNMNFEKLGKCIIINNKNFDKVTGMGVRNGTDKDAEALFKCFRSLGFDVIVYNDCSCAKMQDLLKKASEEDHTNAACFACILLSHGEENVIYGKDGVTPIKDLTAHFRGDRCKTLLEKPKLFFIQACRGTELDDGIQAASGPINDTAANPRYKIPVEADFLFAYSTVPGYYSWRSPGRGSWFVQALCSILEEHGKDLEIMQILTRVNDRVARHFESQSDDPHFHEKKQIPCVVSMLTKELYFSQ
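Detection: p-Nitroaniline absorbance at 405 nm, read at 0 and 120 min; system: Uncleavable procaspase-7 mutant enzyme; evaluation: % activation from two-timepoint absorbance difference, scaled to controls; times: 1 h enzyme–compound preincubation and 2 h substrate reaction, both 25 °C; buffer or medium: Zinc-free HEPES pH 7.4 with 300 mM NaCl, 0.01% Triton X-100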
proCasp3 act – activators of human procaspase-3 D3A mutant, primary screen, biochemical, absorbance, PC-3 D3A mutant, single concentration | AID 463141, 2010 | 0.11% of 330,000 active | activation, % at 8.5 µM | recombinant procaspase-3 D3A, Ac-DEVD-pNA absorbance 405 nm | Caspase-3 (Homo sapiens), P42574;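 active = activation above the mean of all tested compounds plus 3 SD, cut at about 21% in these data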;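 also: 0% = DMSO alone and 100% = DMSO wells spiked with extra 5 µM PC-3 D3A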
Target sequence (P42574 whole entry D9A/D28A/D175A): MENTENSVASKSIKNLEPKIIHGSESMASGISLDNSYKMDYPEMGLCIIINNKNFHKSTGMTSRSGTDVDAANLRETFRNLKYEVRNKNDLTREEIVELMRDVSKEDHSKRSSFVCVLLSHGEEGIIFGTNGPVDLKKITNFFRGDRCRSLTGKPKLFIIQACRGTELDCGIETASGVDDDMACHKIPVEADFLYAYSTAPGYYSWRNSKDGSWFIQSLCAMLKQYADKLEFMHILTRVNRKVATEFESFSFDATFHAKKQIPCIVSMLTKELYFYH
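assay system = Procaspase-3 D3A mutant | signal = absorbance at 405 nm, 0 and 120 min | times = 1 h preincubation plus 2 h reaction at 25 °C | repeats = single replicate | read-out = % activation between DMSO and enzyme-spiked controls | medium = Zinc-free HEPES saline buffer with Triton X-100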
TPT1 inh – Candida albicans TPT1 enzyme inhibitors, primary screen, biochemical, fluorescence polarization; inhibition, % at 5 µM; 0.81% of 300,000 active; recombinant caTPT1, FP RNA substrate dephosphorylation;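 active = inhibition above the mean of all tested compounds plus 3 SD, set per screening campaign, cut at about 24% in these data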;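 also: plate controls were DMSO alone for no effect and ferristatin control at 100 nM for full effect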
PP5 inh – PP5 phosphatase inhibitors, primary screen, biochemical, fluorescence | 0.18% of 320,000 active | purified PP5c, OMFP substrate fluorescence | AID 1987, 2009 | inhibition, % at 6.7 µM | Serine/threonine-protein phosphatase 5 (Homo sapiens), P53041;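 active = inhibition above the campaign's mean inhibition across all tested compounds plus 3 SD, cut at about 9.5% in these data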;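 also: 0% = DMSO only and 100% = 100 µM cantharidin control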
PP1 counter – PP1-alpha phosphatase inhibitors, primary screen, counter-screen for PP5 inhibitor project, biochemical, fluorescence, OMFP substrate, single point; Serine/threonine-protein phosphatase PP1-alpha catalytic subunit (Homo sapiens), P62136; purified PP1alpha; inhibition, % at 6.7 µM; 0.9% of 320,000 active; AID 2235, 2010;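 active = inhibition above the mean inhibition of all tested compounds plus 3 SD, computed separately for each screening campaign, cut at about 15% in these data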
* hit, by the source's call; x = not tested or not shown.

SMILES	core dimer inh	Fh CTSL1 inh	Efflux pump inh	JMJD2C inh	procasp7 counter	proCasp3 act	TPT1 inh	PP5 inh	PP1 counter
N#Cc1c(C(F)(F)F)cc(-c2ccccc2Cl)[nH]c1=O	1	2	-0.1	-1	0	-6	-4	2.2	0
COc1cc(C(=O)NNC(=S)Nc2ccc(S(N)(=O)=O)cc2)cc(OC)c1OC	-6	4	0.1	4	-24	-20	0	3.5	2
CCO[C@H]1OC(C(=O)N2CCN(C)CC2)=C[C@@H](C2CC2)[C@@H]1CCCO	1	0	-0.1	-2	-6	-2	2	1.0	-1
O=C(NCc1nnc2c(C(F)(F)F)cc(Cl)cn12)C1CCCC1	-1	-3	-0.1	0	-2	5	-6	-2.2	2
CN(CC1CCCO1)S(=O)(=O)c1ccc(C(=O)N2CCN(c3ccccc3)CC2)cc1 (stereo unspecified)	9	-1	-0.1	14	-4	16	-4	1.3	-4
O=C(COc1ccc(S(=O)(=O)NC2CCCCC2)cc1)NCc1ccccn1	-2	0	0.0	2	-5	0	0	-2.5	-2
CC(=O)c1c(C)[nH]c(C(=O)COC(=O)c2c(C)noc2C)c1C	x	x	-0.2	0	6	2	x	-2.1	-2
COc1ccc(CCN(Cc2cc3cccc(C)c3n3nnnc23)C(=O)c2ccncc2)cc1OC	0	-2	0.2	105	6	-4	-3	1.5	-3
CC(C)(C)c1[nH]nc2c1C(c1ccsc1)C(C#N)=C(N)O2 (stereo unspecified)	1	1	-0.1	-3	-11	0	-3	3.5	-2
COc1ccccc1NC(=O)CSc1nnc(-c2ccco2)n1Cc1ccco1	4	0	-0.1	-13	5	-8	1	0.2	2
Cc1cc(C)n(CCCC(=O)O)n1	-6	2	-0.1	5	11	8	-4	-2.3	2
CCOc1ccc(-n2c(C)cc(/C=N/NC(=O)C(N)=O)c2C)cc1	6	6	0.0	-20	-7	-2	8	-0.6	6
COc1ccc(CN(CC(=O)NC2CCCC2)C(=O)CCC(=O)Nc2nccs2)cc1	-13	4	-0.1	6	-12	1	-2	-2.5	-4
CCOC(=O)c1ccc(NC(=O)CCNc2c(N3CCCC3)c(=O)c2=O)cc1	-4	0	0.0	-18	-1	1	0	-1.7	-4
CCOc1ccc(N2CC(=O)N/C2=N\c2nc(C)cc(C)n2)cc1	-3	11	-0.2	2	4	-2	-2	-4.1	-1
CCCCn1c(SC(C)C(N)=O)nc2cc(C(=O)OC)ccc2c1=O (stereo unspecified)	9	3	0.0	-20	9	4	0	0.5	-2
CCCN1CCN(C(=O)c2cn(CC(C)C)c(=O)c3cc(OC)c(OC)cc23)CC1	0	0	0.0	1	7	0	0	2.1	-1
Nc1nc(SCc2ccc(Cl)cc2)[nH]c(=O)c1-c1ccccc1	11	3	0.1	-3	1	7	-6	0.0	-1
N#CC/C(N)=N/Nc1nc2ccccc2nc1Cc1ccccc1	1	-1	0.6	16	-10	2	8	4.7	5
C=CCOc1c(CNc2ccc(C(=O)O)cc2)cccc1OCC	-5	2	-0.1	6	-7	11	1	-1.7	-3
COc1cc(/C=N/NC(=S)Nc2cccc(S(=O)(=O)N(C)C)c2)cc(OC)c1O	-10	0	-0.1	5	-7	-1	-4	2.8	2
CS(=O)(=O)c1ccc2nc(NC(=O)CCC(=O)c3cccs3)sc2c1	74*	-9	0.3	-4	3	-6	3	4.1	11
C/C=C(/C)C(=O)O[C@H]1[C@@H](O)c2c(ccc3ccc(=O)oc23)OC1(C)C	2	2	0.0	7	-5	2	-2	-0.1	-2
CCOc1ccc(N2C(=O)CC(NCc3ccc(S(N)(=O)=O)cc3)C2=O)cc1 (stereo unspecified)	-1	-2	-0.1	0	-26	-23	0	-0.6	-3
Cc1cc(C(=O)N2CCN(Cc3ccc4c(c3)OCO4)CC2)cs1	3	2	0.0	-28	2	1	-1	-0.8	-1

3 entries already listed, sorted by their value in TPT1 inh, low to high.
Structure	TPT1 inh
CCOc1ccc(N2C(=O)CC(NCc3ccc(S(N)(=O)=O)cc3)C2=O)cc1 (stereo unspecified)	0
CCO[C@H]1OC(C(=O)N2CCN(C)CC2)=C[C@@H](C2CC2)[C@@H]1CCCO	2
CCOc1ccc(-n2c(C)cc(/C=N/NC(=O)C(N)=O)c2C)cc1	8

Additional records
SMILES	core dimer inh	Fh CTSL1 inh	Efflux pump inh	JMJD2C inh	procasp7 counter	proCasp3 act	TPT1 inh	PP5 inh	PP1 counter
O=C(CC1NCCc2ccccc21)Nc1ccccc1 (stereo unspecified)	-5	-2	0.0	12	-1	6	3	1.0	-3
CCCCNc1c([N+](=O)[O-])c(=O)n(C)c2ccccc12	3	-1	-0.1	0	3	-2	-3	1.1	-4
CCCNCc1cc(OC)c(OCC(=O)Nc2ccccc2)cc1Br	-4	2	-0.1	0	5	8	2	-3.4	-5
CCNC(=O)/C(C#N)=C/c1c(N2CC(C)OC(C)C2)nc2ccccn2c1=O (stereo unspecified)	-4	0	-0.2	0	3	-2	-3	0.2	-1
COc1ccc(-c2nn(-c3ccccc3)cc2C(=O)NC2CCC(C)CC2)cc1 (stereo unspecified)	9	2	0.2	163	-1	4	1	0.3	-6
CCn1c(SCC(=O)Nc2nc3ccccc3s2)nc2c(c1=O)SC(C)C2 (stereo unspecified)	9	3	0.1	-3	-2	-3	1	4.3	3
COc1ccc(CCNC2=NCC(C)S2)cc1 (stereo unspecified)	-7	3	0.0	-2	1	5	-1	-3.1	-1
CCC(C)(C)n1nnnc1C(c1ccc(C)cc1)N1CCN(C(=O)c2ccco2)CC1 (stereo unspecified)	6	-2	0.1	194	2	4	-7	4.2	-2
COc1cc(CN(C)Cc2nc3cc(C(F)(F)F)ccc3c(=O)[nH]2)ccc1OC(F)F	-6	1	-0.1	0	7	8	1	3.4	1
COc1ccc2oc(=O)c(/C(N)=N/NC(=O)c3ccncc3)cc2c1	8	2	0.1	0	-5	-2	-1	2.0	-6
CCN1CCN(C(=O)c2ccc(Cl)c(S(=O)(=O)N3CCCCC3)c2)CC1	-2	1	0.0	10	2	-4	-1	0.6	0
CCc1noc(C)c1C(=O)NCCc1ccc(Cl)cc1	-2	-3	-0.1	-6	18	-1	-2	1.0	-1
CCCCOc1ccc(CN(CCO)CCO)cc1[N+](=O)[O-]	-4	-3	-0.1	-10	4	-5	-5	0.3	-1
CC(C)(C)c1ccc(S(=O)(=O)N2CCN(c3ccccn3)CC2)cc1	-3	3	-0.1	-1	4	0	-1	2.8	1
COc1ccc(-c2nc3c(c4nnc(SC(C)C(=O)Nc5ccccc5)n24)COC(C)(C)C3)cc1 (stereo unspecified)	6	4	-0.2	0	-6	-4	1	-3.6	-4
C/C(=N\Nc1nc(Nc2ccccc2)nc(N2CCOCC2)n1)c1cccs1	2	0	0.0	-6	17	5	0	3.1	1
COc1ccc(-c2nnc(SCc3ncc(-c4ccccc4)o3)o2)cc1	1	0	-0.1	-29	0	8	1	0.8	5
CCN(CC(=O)NCc1cccs1)C(=O)/C=C/c1cc(OC)ccc1OC	x	x	0.0	x	10	11	x	-2.0	-5
CC(=O)c1cccc(S(=O)(=O)Nc2cc(C(F)(F)F)ccc2N2CCOCC2)c1	x	x	-0.3	x	9	6	x	0.0	6
Cc1nc(=O)c(-c2ccccc2)c(C)n1CCO	-3	-4	0.1	2	10	4	-6	0.4	-2
Cc1ccc2cccc(OCCOCCOc3ccccc3Br)c2n1	-4	0	-4.3	2	6	7	-1	3.2	1
COc1ccc(C(C(=O)NC(C)(C)C)N(Cc2ccc(F)cc2)C(=O)CCC(=O)Nc2cc(C)on2)cc1 (stereo unspecified)	7	-1	-0.1	2	6	0	-2	-1.1	-2
CCOC(=O)CSc1nnc(CNC(=O)c2ccc(OC)cc2OC)n1C	0	0	0.0	6	2	5	-5	1.4	-5
Cc1ccccc1C(=O)c1c[nH]c(C(=O)NCCc2ccccn2)c1	-13	2	0.0	1	-2	8	-5	1.5	0
CC(=O)N(C)c1nnc(-c2ccccn2)s1	4	3	-0.1	-1	4	4	-2	1.3	1
More compounds.
SMILES	core dimer inh	Fh CTSL1 inh	Efflux pump inh	JMJD2C inh	procasp7 counter	proCasp3 act	TPT1 inh	PP5 inh	PP1 counter
CC(NC(=O)C(C)N1C(=O)C2C3CC(C(Br)C3Br)C2C1=O)c1ccccc1 (stereo unspecified)	0	1	-0.1	1	-7	3	-4	0.7	0
CNc1ccccc1C(=O)OCC(=O)c1ccccc1	7	-3	x	-7	-1	0	-6	0.6	-2
COc1ccc(CCNC(=O)COc2ccc(S(=O)(=O)N3CCOCC3)cc2)cc1	-2	-3	-0.1	90	2	4	-2	2.3	1
c1ccc(-c2noc(CN3CCCC(OCc4ccccn4)C3)n2)cc1 (stereo unspecified)	-1	-2	-0.1	-6	1	9	-3	-1.5	-3
CC1=CC(=O)O[C@@H]1[C@@]1(C)C[C@H]2OC(=O)C[C@H]3[C@@H](C)C(=O)C(O)=C1[C@@]23CO	-3	-2	0.1	x	-8	-2	-5	3.0	-4
COc1ccccc1CNC(=O)CNC(=O)[C@@H]1Cc2ccccc2CN1	0	-2	-0.1	4	0	3	-4	0.9	-3
CCN1CCN(C(=O)CS(=O)(=O)Cc2nc(-c3cccc(OC)c3)oc2C)CC1	-9	-2	0.1	-4	-4	6	-2	1.1	1
O=C(N/N=C/c1ccc(N2CCOCC2)c([N+](=O)[O-])c1)c1ccc(F)cc1	-10	-3	0.0	-1	-3	-1	-4	2.0	0
O=C(Cc1cccc(NC(=O)C2CCCN(C(=O)C3CC3)C2)c1)Nc1cccc(C(=O)N2CCCC2)c1 (stereo unspecified)	x	x	0.0	-2	-1	1	x	0.1	-2
O=S(=O)(NCCn1cccc1)c1ccc2ccccc2c1	6	2	0.3	6	-7	4	7	3.2	-1
Cc1nc2ncnn2c(C)c1Cc1ccc(Cl)cc1F	-2	-5	0.0	-2	-2	4	1	-0.3	-2
Cc1nc(C)c(C(=O)C2=C(O)C(=O)N(CCN(C)C)C2c2ccco2)s1 (stereo unspecified)	0	3	-0.2	2	4	6	-3	2.3	5
COCCN(C(=O)COC(=O)Cc1ccc(Cl)cc1Cl)c1c(N)n(Cc2ccccc2)c(=O)[nH]c1=O	4	0	0.2	-5	1	11	-2	-1.2	81*
